Screens (PubChem BioAssay)
KKLEB cytotox: reduces viability of KKLEB cystic fibrosis airway cells; KKLEB CF airway cells viability, ATPlite luminescence, overnight; active compounds read low; cells stimulated with P. aeruginosa culture filtrate; activity change (cytotoxicity), % at 5 µM; hit rate 0.36% among 360,000; AID 602141;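 active means corrected activity change at or below -50% at 5 µM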
NR2E3 ag-1: human photoreceptor-specific nuclear receptor agonism | hit rate 0.35% among 360,000 | inhibition of corepressor binding, % at 3.98 µM | CHO-S Gal4-NCOR/VP16-NR2E3 two-hybrid, luciferase | AID 602229 | Q9Y5X4;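 active means inhibition above the mean of all tested compounds plus 3 SD, cut at about 70% in these data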;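 further: 0% = DMSO with NR2E3 transfected cells and 100% = cells lacking NR2E3 construct; higher means lower luciferase signal from less NR2E3 corepressor binding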
Target sequence (Q9Y5X4 whole entry, looked up, the tested form may be a part): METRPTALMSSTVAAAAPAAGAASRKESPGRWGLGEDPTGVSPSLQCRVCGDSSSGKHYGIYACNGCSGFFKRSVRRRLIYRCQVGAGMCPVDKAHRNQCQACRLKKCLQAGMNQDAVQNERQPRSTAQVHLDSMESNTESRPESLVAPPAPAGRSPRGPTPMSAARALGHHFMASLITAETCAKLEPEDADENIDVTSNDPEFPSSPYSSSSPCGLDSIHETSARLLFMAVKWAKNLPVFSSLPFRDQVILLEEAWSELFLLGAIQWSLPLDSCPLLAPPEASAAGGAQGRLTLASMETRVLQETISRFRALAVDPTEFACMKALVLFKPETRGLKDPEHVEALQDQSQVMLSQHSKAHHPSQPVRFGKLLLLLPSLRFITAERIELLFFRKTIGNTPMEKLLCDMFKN
HIF-2a inh: HIF-2a inhibition | 786-0 RCC cells HIF-2a reporter, luciferase luminescence, overnight | inhibition, % at 18.8 µM | hit rate 0.72% among 360,000;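 active means inhibition of the luminescence signal of 40% or more relative to plate controls, in a single-dose primary screen at 18.75 µM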
NR2E3 ag-2: NR2E3 (human) agonism; GST-NR2E3/biotin-RetCOR TR-FRET, 1536-well; inhibition of corepressor binding, % at 4.78 µM; hit rate 0.12% among 320,000; Q9Y5X4; AID 2300;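 active means percent inhibition above the cutoff of mean plus 3 SD of all tested compounds, set per screening campaign, cut at about 20% in these data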;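 further: 0% = DMSO wells and 100% = biotin wells as full block of FRET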
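System: GST-NR2E3 and biotin-RetCOR proteins; probe or stimulus: 7 nM biotin-RetCOR; doses: compound at 4.8 µM, single dose; schedule: Compound–protein incubation for 5 h at 4 °C; detection: time-resolved FRET; read-out: percent inhibition; controls: biotin wells as high control, 0.6% DMSO wells as low control; format: 1536-well plates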
TWEAK-Fn14 inh: blocks TWEAK-Fn14 interaction in a reporter cell assay | TWEAK-stimulated Fn14 reporter cells, luciferase luminescence, 8 h | inhibition, % at 10 µM | hit rate 2% among 360,000 | AID 1159606; in the data active means inhibition above about 50%
Peg3 prom inh: Peg3 promoter activity inhibition; HeLa PEG-Prom luciferase reporter, luminescence, overnight; inhibition, % at 20 µM; hit rate 1.7% among 360,000; AID 588405;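 active means inhibition of at least 50% at 20 µM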
TRAIL sens C8: caspase-8 TRAIL sensitization; NB7+C8 cells + TRAIL, ATPlite viability luminescence; inhibition (viability loss, TRAIL sensitization), % at 10 µM; hit rate 1% among 360,000; AID 624354;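 active means compounds causing at least 50% loss of cell viability in the single-dose screen, relative to plate controls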
CF NFkB block: blocks PAF-induced NF-kB reporter in cystic fibrosis cells; KKLEB NF-kB-GFP reporter, GFP fluorescence overnight; inhibition, % at 5 µM; hit rate 0.86% among 360,000;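 active means at least 50% inhibition at 5 µM, scaled per plate between neutral and stimulator controls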;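 further: PAF is a Pseudomonas aeruginosa culture filtrate used as stimulus; plate controls were PAF-stimulated DMSO wells for no effect and unstimulated DMSO wells for full effect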
TROY NFkB inh: TROY signaling inhibition. inhibition, % at 10 µM. Q293 LMP1-TROYcd NF-kB luciferase reporter, 4 h. hit rate 0.98% among 360,000. AID 1347056;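 active means compounds whose plate-normalised and pattern-corrected inhibition of the luciferase reporter signal at the single screening dose is 50% or more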
TRPM1 prom inh: reduces MITF-dependent TRPM1 promoter luciferase signal; SK-MEL-5 TRPM1 promoter luciferase, 24 h; inhibition, % at 12.5 µM; AID 488899; hit rate 0.83% among 330,000;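 active means mean inhibition across replicates of 60% or more, whatever share of single replicates reaches that level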; further: values of inactives mirror those of a sister screen read the other way
Shn3 inh set2: inhibitors of Schnurri-3 3'UTR reporter in osteoblasts. AID 588674. Clone20 osteoblast Shn3 3'UTR firefly luciferase, 24 h. hit rate 0.52% among 360,000. inhibition, % at 12.5 µM;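 active means mean inhibition of at least 75% with every replicate also reaching 75%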;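 further: 0% = median of neutral control wells and 100% = pilot-screen positive control compound; some compounds past the cut are filed as inactive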
* marks the source's active call; other numbers are inactive results; x = no result given. A portion of the library; the hit share may differ from the screen's.

SMILES	KKLEB cytotox	NR2E3 ag-1	HIF-2a inh	NR2E3 ag-2	TWEAK-Fn14 inh	Peg3 prom inh	TRAIL sens C8	CF NFkB block	TROY NFkB inh	TRPM1 prom inh	Shn3 inh set2
CCCCCCN1C[C@@H](n2cc(COC(=O)c3ccccc3)nn2)[C@H](O)C[C@@H]1c1ccc(Cl)cc1	-3	8	4	x	-24	32	31	20	-10	x	42
COc1cc(/C=C2\C(C)=C(C#N)c3nc(N)c(C#N)c(C)c32)ccc1OCC(=O)O	-13	-12	4	2	-4	-7	6	-4	8	-2	-5
CCOc1ccc(C(=O)Cn2cnnc2C#N)cc1	3	-13	-63	3	-13	-49	4	-8	18	-1	-13
Cc1c(/C(O)=C2/C(=O)C(=O)N(CCN3CCOCC3)C2c2ccccn2)cnn1-c1ccccc1 (stereo not given)	-3	84*	73*	0	92*	33	-16	-1	85*	47	40
Nc1nccc(/C=C/c2c(F)cccc2Cl)n1	10	-32	-111	-2	27	-146	3	6	3	-62	-21
Cc1cc(NC(=O)CN2C(=O)NC3(CCC(C)CC3)C2=O)no1 (stereo not given)	8	3	3	3	-14	8	-3	3	-7	-3	-34
Nc1c(C(=O)Nc2ccc3c(c2)OCCO3)nnn1Cc1ccc(F)cc1	-1	-77	-211	-1	-17	-215	5	12	-63	-114	-82
O=C(CS(=O)(=O)c1cn(CC(=O)N2CCCC2)c2ccccc12)Nc1ccccc1	3	-16	-8	4	-16	0	-12	-32	-6	-6	3
O=C(CN1C(=O)C2C3CCC(C3)C2C1=O)OCC(=O)c1ccccc1 (stereo not given)	6	-1	0	2	-7	2	-1	6	8	-16	-10
COc1ccc(C(=O)Cc2nnc(C)s2)c(OC)c1	0	-10	-37	0	-17	-76	4	3	-3	-21	4
CCOCCCNC(=O)C1(O)c2ccccc2NC(=O)N1c1ccc(C)c(C)c1 (stereo not given)	4	-4	-3	-3	-4	21	4	16	-15	x	-15
COc1ccccc1CNC(=O)COC(=O)C1CC1	9	-21	12	-1	-16	-11	-10	-24	-18	-17	-8
COC(=O)[C@H]1C[C@H]1[C@@H](NC(=O)c1ccc[nH]1)c1ccccc1	-4	9	12	-2	-6	1	-2	10	-4	-2	-22
Cc1nc(-c2ccccc2)nc2[nH]c(C(C)C)cc(=O)c12	4	17	0	2	24	21	19	-19	-4	-4	5
CCOc1ccc(C(=O)NCC(=O)Nc2ccc(N3CCOCC3)cc2)cc1OCC	11	-28	-68	2	-11	-30	1	-1	-15	4	-17
Cc1c(C(=O)N2CCCC2)oc2c1-c1nn(CC(=O)NCCCOC(C)C)cc1CC2	0	-4	2	2	3	1	0	-10	-6	12	-2
CCSCc1nnc(SCC(=O)Nc2cccc(SC)c2)n1C	2	3	-25	-1	-1	-8	-8	3	-16	-4	-3
O=C1[C@H](c2ccccc2)[C@@H](c2ccccc2)N1c1ccncc1	-5	-5	22	x	12	19	0	0	13	-15	0
Cc1ccc(CNC(=O)Cn2cncn2)cc1	6	-2	17	-1	3	6	14	-1	-10	-6	-4
O=C(O)CC(C(=O)O)C(=Cc1ccccc1)c1ccccc1 (stereo not given)	2	-2	7	x	7	-17	15	0	-5	x	-4

Complete entries, quoted from the list:
Nc1nccc(/C=C/c2c(F)cccc2Cl)n1 across the screens: KKLEB cytotox = 10; NR2E3 ag-1 = -32; HIF-2a inh = -111; NR2E3 ag-2 = -2; TWEAK-Fn14 inh = 27; Peg3 prom inh = -146; TRAIL sens C8 = 3; CF NFkB block = 6; TROY NFkB inh = 3; TRPM1 prom inh = -62; Shn3 inh set2 = -21
CCOCCCNC(=O)C1(O)c2ccccc2NC(=O)N1c1ccc(C)c(C)c1 (stereo not given) across the screens: KKLEB cytotox = 4; NR2E3 ag-1 = -4; HIF-2a inh = -3; NR2E3 ag-2 = -3; TWEAK-Fn14 inh = -4; Peg3 prom inh = 21; TRAIL sens C8 = 4; CF NFkB block = 16; TROY NFkB inh = -15; TRPM1 prom inh = x; Shn3 inh set2 = -15

Following part.
SMILES	KKLEB cytotox	NR2E3 ag-1	HIF-2a inh	NR2E3 ag-2	TWEAK-Fn14 inh	Peg3 prom inh	TRAIL sens C8	CF NFkB block	TROY NFkB inh	TRPM1 prom inh	Shn3 inh set2
CC(Oc1ccc(C(=O)c2ccccc2)cc1)C(=O)N1CCOCC1 (stereo not given)	4	-32	7	-2	-3	0	-9	17	-8	-6	-16
CCn1c(CN2CCOCC2)nnc1SCC(=O)Nc1ccc(C)cc1	12	4	-1	4	15	-12	-35	-28	7	9	7
CCCC1=Nc2cc(C(=O)N3CCCC3)ccc2Sc2ccc(C)cc21	5	8	11	1	-3	28	-16	18	0	-9	1
COc1ccc(NC(=O)CSc2nnc(N)s2)cc1	2	-12	-18	3	5	-12	6	-2	-13	-8	9
Brc1cc2c(cc1/C=N/Nc1nc3ccccc3s1)OCO2	4	-71	-230	3	57*	-99	0	4	79*	-39	-66
COc1ccc(C(=O)C(OC(=O)c2ccccc2)c2ccccc2)cc1 (stereo not given)	2	-80	-207	-4	-18	-148	17	-3	-9	-52	-66
COC(=O)c1ccc(CNC(=O)COC(=O)CNS(=O)(=O)c2ccc(C)cc2)cc1	-21	19	3	x	-15	-15	-12	25	-7	x	-5
N#CCSc1ccccc1NC(=O)COC(=O)CCN1C(=O)C2CC=CCC2C1=O (stereo not given)	11	12	-2	3	1	7	-8	4	7	1	-8
CC(=O)Nc1ccc(NC(=O)CSc2nc(=O)n(Cc3cccnc3)c3c2CCC3)cc1	12	6	2	x	10	-9	14	21	10	2	-21
COc1cccc(C(CNC(=O)C2CCN(C(=O)Nc3ccccc3)CC2)N(C)C)c1 (stereo not given)	-3	-3	-24	2	2	-12	1	-5	12	-23	10
CCCc1cc(=O)oc2c(C)c(OC(C)C(=O)NCC(O)c3ccccc3)ccc12 (stereo not given)	-22	-4	10	0	-28	-4	-2	10	-2	-9	6
CCCOC(=O)c1ccc(NC(=O)CN(C)Cc2cccs2)cc1	-1	-9	-7	3	-11	-6	2	-4	-19	-14	-9
O=C(O)COc1ccccc1/C=N/NC(=O)CSc1nc2ccccc2n1Cc1ccccc1Cl	-4	-43	18	6	-8	-2	0	-1	-22	0	1
C=C1CCC2C(C)(C)[C@H](O)CC[C@@]2(C)[C@@H]1COc1cc(=O)oc2ccccc12 (stereo not given in full)	-8	11	7	3	0	44	9	29	31	-14	-12
CC(OC(=O)c1cc(=O)[nH]c2ccccc12)C(=O)NC1CCCC1 (stereo not given)	3	-38	16	2	1	8	-1	-13	7	1	-15
O=C1COc2ccc(S(=O)(=O)N3CCCCC3)cc2N1	5	-27	13	0	-10	-4	0	8	-12	7	0
Cc1onc(-c2ccccc2)c1C(=O)n1nnc2ccccc21	-17	-2	27	1	4	41	-15	40	-4	27	4
CCOC(=O)c1c(NC(=O)CN2CCN(c3cccc(Cl)c3)CC2)sc(C)c1C	7	25	15	x	-11	-4	2	2	18	10	11
CCN1CNC(=S)N(c2ccccc2OC)C1	-2	11	9	0	10	-3	-3	-22	-18	10	-25
CC1(C)CC(=O)c2cnc(N3CCN(c4ccccc4)CC3)nc2C1	4	-21	-84	-1	41	-30	2	0	41	-13	20
Cc1c(-c2ccccc2)cn2c1-c1ccc(C)n1CC2	-3	-22	-2	0	-5	-4	8	5	-7	12	-11
Cc1ccc(CNC(=O)Nc2ccc3c(c2)N(C)C(=O)CS3)cc1	-5	12	10	-5	3	2	5	5	26	11	10
CC(C)(C)S(=O)c1cccs1 (stereo not given)	10	-27	14	2	-7	7	-18	-2	-3	12	-11
CCOc1ccc(N2C(=O)CSC23CCCCC3)cc1	7	-3	15	1	-10	14	-15	-8	17	-14	-9
O=C(CN1C(=O)C2CC=CCC2C1=O)Nc1ccccc1N1CCCC1 (stereo not given)	0	-21	7	-2	-1	5	10	3	-7	0	0
Cc1cc(F)ccc1S(=O)(=O)N1CCCOC1CNC(=O)C(=O)NC1CCCC1 (stereo not given)	24	-14	8	1	18	5	-2	-32	-23	6	23
COc1ccc(C(=O)N2CC(=O)Nc3ccc(C)cc3C2c2ccccc2)cc1 (stereo not given)	-5	0	18	x	9	15	3	-2	-8	0	9
O=C(N/C(=C/c1ccc(Cl)cc1)C(=O)N1CCCC1)c1ccccc1	3	-24	9	-1	-8	1	5	4	11	-2	-3
O=c1oc(CCO)cc2ccc(-c3ccc4[nH]ccc4c3)cc12	-6	-134	-357	1	-64	-106	25	-3	-91	-110	-84
COC(=O)c1cc(S(=O)(=O)N2CCN(c3ccccc3F)CC2)c[nH]1	-12	-3	10	1	17	-1	6	8	2	0	30
O=C(CSc1nnc(Cc2cccs2)n1C1CCCCC1)N1CCCc2ccccc21	4	4	-83	1	16	4	20	8	18	2	9
N#CC1=C(N)N(c2ccc(Oc3ccccc3)cc2)C(=O)C1	4	-14	-41	1	88*	-7	1	-15	x	-7	-7
CC(C)(C)C(=O)CC(=O)Nc1ccc(Cl)c(N)c1	-4	-78	-189	0	0	-130	7	11	-23	-41	-44
CCSc1nnc(NC(=O)CN(C)S(=O)(=O)c2ccc(F)cc2)s1	-12	-9	15	3	5	5	-2	7	-3	8	-17
Cc1ccc(S(=O)(=O)Oc2ccc(/C=N/NC(=O)c3nn(C)cc3[N+](=O)[O-])cc2)cc1	-34	-3	1	0	16	-50	-15	51*	14	1	5
O=C(Nc1ccccc1C(=O)NCc1ccco1)NC1CCCCC1	-12	-4	-7	-1	-12	-5	-3	20	-2	8	4
CCc1ccc(OCCCC(=O)O)c(Br)c1	9	-31	-7	4	-15	-14	-30	-12	-25	1	-24
COC(=O)c1ccc(C(=O)N(CCN(C)C)c2nc3c(Cl)cccc3s2)cc1	6	-4	11	2	4	-5	6	-9	-11	-8	-30
CC(Cc1ccccc1)NC(=O)/C=C/c1ccc([N+](=O)[O-])cc1 (stereo not given)	-9	3	0	-3	8	-7	5	1	-11	-4	-16
COc1ccccc1N/N=C/c1c(CO)cnc(C)c1O	3	-2	-58	2	1	-21	-19	-14	-6	4	4
CCOC(=O)C(NC(=O)c1cccnc1)(Nc1cccc(C)n1)C(F)(F)F (stereo not given)	-8	-50	9	1	-8	1	-20	19	7	-14	-1
CC(=O)C1=C(O)C(=O)N(Cc2ccccc2)C1c1ccc(Br)cc1 (stereo not given)	-7	-5	11	-2	11	-4	-12	-8	-5	5	17
COc1cc(CNCCO)cc(Br)c1OCc1ccccc1	6	6	15	4	-13	1	14	10	6	-7	10
Cc1c(N2CCCC2)cc2c(c1N)C(C)(C)CC2(C)C	7	-8	24	3	12	10	2	2	-33	4	-32
CCN(CC)Cc1cc(C(=O)O)c(-c2ccccc2)o1	-3	13	14	0	-13	-11	-20	1	-6	-2	-6
CC(C)(C)NC(=O)C(=O)NNC(=O)C12CC3CC(CC(C3)C1)C2	-2	-16	27	0	-1	10	-4	3	-8	-1	7
COc1cccc(CN(C)C(=O)c2cccnc2SC)c1OC	-9	-5	10	0	17	5	-9	-9	-17	12	-1
COc1ccc(Cl)cc1NC(=O)CN(C)C(=O)CCCNC(=O)c1ccc(Cl)cc1	3	11	-98	-3	-17	-47	13	3	-26	-25	-4
